Source: PubChem BioAssay
AmpC detergent: AmpC beta-lactamase inhibition with detergent present; Potency, µM (highest dose often 114 µM), for inactives: at the highest dose activity change, negative = inhibition, hits mostly inhibitors; AmpC hydrolysis of nitrocefin, absorbance 480 nm, 0.01% Triton; 370,000 compounds, 0.041% hits; AID 485294; P00811;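 note: potency is the fitted concentration of half-maximal effect; 0% = no-compound wells and -100% = no-enzyme wells; nearly all actives have a fitted effect of over 25% in size; some results filed as inactive show a strong effect at the top dose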
Target sequence (P00811 whole entry, looked up): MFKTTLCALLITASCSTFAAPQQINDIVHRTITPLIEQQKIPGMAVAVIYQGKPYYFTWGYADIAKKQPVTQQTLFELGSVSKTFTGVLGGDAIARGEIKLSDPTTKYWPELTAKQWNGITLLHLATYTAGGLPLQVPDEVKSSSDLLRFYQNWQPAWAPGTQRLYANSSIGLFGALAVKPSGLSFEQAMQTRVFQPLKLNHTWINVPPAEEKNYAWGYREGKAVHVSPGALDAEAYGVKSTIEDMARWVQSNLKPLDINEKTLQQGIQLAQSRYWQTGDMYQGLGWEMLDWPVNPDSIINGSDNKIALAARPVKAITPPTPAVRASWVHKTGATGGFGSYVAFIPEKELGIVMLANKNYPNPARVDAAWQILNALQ
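AmpC (5.3 nM in the dispensed reagent) in 20 mM phosphate pH 7.0 with 0.01% (detergent screen) or 0.0001% Triton X-100 was preincubated with compounds for 15 min at room temperature. Nitrocefin was then added from an 800 uM solution, and hydrolysis was followed at 480 nm.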
HCMV antiviral: human cytomegalovirus inhibition. HFF cells, HCMV-luciferase reporter, 72 h; stronger effect = lower value. activity change, negative = inhibition, % at 57.5 µM. 410,000 compounds, 4.5% hits. AID 1259415; in the data active = activity change below about -60%; inconclusive = no clear call, values can overlap the other calls; inactive = above about -39%
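Cell-based, HFFs, 1000 cells/well, 16 h 37C; cpds in DMSO + HCMV-luc, MOI 1 PFU/cell; 72 h 37C; OneGlo luminescence after 5 min RT; norm. to buffer vs Salinomycin 10uM.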
AmpC no deterg: blocks E. coli AmpC beta-lactamase in detergent-free assay | AID 485341 | P00811 | Potency, µM (titrated, usually from 57.1 µM), without a hit: at the top dose activity change, negative = inhibition, hits mostly inhibitors | AmpC nitrocefin hydrolysis, absorbance 480 nm, 0.0001% Triton | 330,000 compounds, 0.52% hits;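 note: potency is the fitted concentration of half-maximal effect; plate controls were no compound for no effect and no enzyme for full effect; nearly all actives have a fitted effect of over 20% in size; some results filed as inactive show a strong effect at the top dose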
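20 mM phosphate pH 7.0 + 0.01% (detergent screen) or 0.0001% Triton X-100; 5.3 nM AmpC reagent; cpd preinc 15 min RT; nitrocefin (800 uM stock) to start; A480 q20 s × 4 min; Activity was normalised to no-enzyme and no-compound control wells.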
Tb PYK inh: inhibitors of Trypanosoma brucei pyruvate kinase; Q57TT1; TbPYK enzyme, Kinase-Glo Plus ATP luminescence, 45 min; Potency, µM (series often up to 76.8 µM), for inactives: at the top dose activity, negative = inhibition, usual class: inhibitors; 410,000 compounds, 0.12% hits; AID 624173; note: potency is the fitted concentration of half-maximal effect; nearly all actives have a fitted effect of over 50% in size
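ADP (130 uM final) triggers the TbPYK reaction after compound addition; incubation is 45 min at room temperature. Kinase-Glo Plus is then added and luminescence imaged. Normalized data are fitted to concentration-effect curves.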
AMA1 RON2 block: AMA1-RON2 (P. falciparum) interaction inhibition. AlphaScreen AMA1-biotinylated RON2 peptide binding. Potency, µM (series often up to 58.2 µM), inactives show at the highest dose activity change, negative = inhibition, usual class: inhibitors. 360,000 compounds, 0.2% hits;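 note: potency is the fitted concentration of half-maximal effect; 0% = vehicle wells and -100% = peptide control; nearly all actives have a fitted effect of over 45% in size; some results filed as inactive show a strong effect at the top dose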
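AMA1 (3D7) with his tag at 25 nM final met compounds first, then biotinylated RON2 peptide at 25 nM; detection used donor plus acceptor beads, 10 µg/mL apiece, read by AlphaScreen after 30 min at room temperature.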
Sm TGR inh: blocks Schistosoma mansoni thioredoxin glutathione reductase; Potency, µM (top dose mostly 114 µM), for the others: top-dose activity change, negative = inhibition, usual class: inhibitors; 360,000 compounds, 3% hits; Q962Y6; purified TGR, DTNB reduction, TNB absorbance 405 nm; note: potency is the fitted concentration of half-maximal effect; nearly all actives have a fitted effect of over 60% in size
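Kinetic colorimetric format: TGR-catalysed, NADPH-driven DTNB reduction monitored via TNB absorbance. Enzyme dispensed at 20 nM; compound exposure 15 min at room temperature before reaction start.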
LmPK inhibitor: inhibitors of Leishmania mexicana pyruvate kinase; Q27686; purified LmPK, Kinase-Glo ATP luminescence, 1 h; Potency, µM (titrated, usually from 57.5 µM), for the others: at the highest dose activity change, negative = inhibition, hits mostly inhibitors; 290,000 compounds, 0.37% hits; AID 1721; note: potency is the fitted concentration of half-maximal effect
Target sequence (Q27686 whole entry, looked up): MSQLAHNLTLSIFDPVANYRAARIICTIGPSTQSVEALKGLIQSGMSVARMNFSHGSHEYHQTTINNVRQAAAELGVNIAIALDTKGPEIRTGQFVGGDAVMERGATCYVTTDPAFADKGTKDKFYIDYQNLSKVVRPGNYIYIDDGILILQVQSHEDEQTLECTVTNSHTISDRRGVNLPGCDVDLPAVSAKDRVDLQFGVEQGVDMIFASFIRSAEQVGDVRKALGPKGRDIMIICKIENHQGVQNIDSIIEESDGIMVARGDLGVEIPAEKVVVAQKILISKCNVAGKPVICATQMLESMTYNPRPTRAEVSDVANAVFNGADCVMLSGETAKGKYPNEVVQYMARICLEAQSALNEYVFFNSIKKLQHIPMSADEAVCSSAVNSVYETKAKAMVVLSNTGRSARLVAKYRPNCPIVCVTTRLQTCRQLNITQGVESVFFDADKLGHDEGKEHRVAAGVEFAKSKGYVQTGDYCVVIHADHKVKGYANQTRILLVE
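Purified LmPK (0.1 nM) converted ADP (0.1 mM) to ATP with PEP (0.5 mM) in imidazole buffer pH 7.2 with KCl and MgCl2, 1 h at room temperature. ATP was read by Kinase-Glo luminescence; data normalized to uninhibited and no-enzyme controls.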
Active calls of the source: *; ? = inconclusive; . = no result given; [ ] = another dose, or the depositor's remark. Unless noted, calls come from the whole dose curve; as a rule, active = well fitted curve in the direction sought with a large enough effect; inconclusive = small, poorly fitted or top-dose-only effect, or another doubt; inactive = no such curve, though single readings can be large; an effect the other way counts as inactive or inconclusive. Unless noted, % is set by controls: 0 for no effect and ±100 for the full control effect.

Key to letters: A = AmpC detergent; B = HCMV antiviral; C = AmpC no deterg; D = Tb PYK inh; E = AMA1 RON2 block; F = Sm TGR inh; G = LmPK inhibitor
1	CC1=C(C(=O)N(C)C)CC(CC(=O)NC2CCCCC2)C(=O)N1Cc1ccc(F)cc1 (stereo not drawn)
  A = .	B = -36	C = .	D = 2%	E = -2%	F = .	G = .

2	O=C(CN1C(=O)NC2(CCCCCC2)C1=O)Nc1ccccc1[N+](=O)[O-]
  A = .	B = 29	C = -27%	D = -1%	E = -8%	F = .	G = .

3	Cc1cc(C)cc(NC(=S)NC(=O)Cc2ccccc2)c1
  A = .	B = 51	C = .	D = -1%	E = 56%[activator]	F = .	G = .

4	COC(=O)c1ccccc1NC(=O)Cn1c(=O)cc(-c2ccccc2)c2c(C)nn(C)c21
  A = -3%	B = 10	C = .	D = -2%	E = .	F = 0%	G = .

5	CCOc1ccc(NC(=O)CC2C(=O)N(c3ccccc3)C(=O)N2C2CCCCC2)cc1 (stereo not drawn)
  A = 4%	B = 3	C = .	D = -3%	E = .	F = -10%	G = .

6	Cc1cc(/C=C2\SC(=S)NC2=O)c(C)n1-c1ccc(O)cc1
  A = -3%	B = -23	C = 11µM*	D = -15%	E = 46%[activator]	F = -27%	G = -25%

7	O=C1C=C(c2ccccc2)OC2(CCCC2)O1
  A = 7%	B = -27	C = -33%	D = .	E = -4%	F = -14%	G = -6%

8	C#Cc1cccc(NC(=O)c2ccc3c(c2)C(=O)N(Cc2cccnc2)C3=O)c1
  A = -5%	B = 18	C = -58%	D = -11%	E = -1%	F = 1%	G = -7%

9	CC1(C)CN=c2s/c(=C\c3ccc(Cl)cc3)c(=O)n2C1
  A = 3%	B = ?	C = 28%	D = -9%	E = 60%[activator]	F = 22%	G = 1%

10	Cc1noc(C)c1NC(=O)N(C)C[C@@H]1OCc2cnnn2CCCC(=O)N([C@H](C)CO)C[C@@H]1C
  A = .	B = 30	C = .	D = 2%	E = -6%	F = .	G = .

11	CC(=O)C1C(c2ccc3ncccc3c2)NC(=O)NC1(O)C(F)(F)F (stereo not drawn)
  A = 1%	B = 13	C = -2%	D = 10%	E = 4%	F = ?	G = 8%

12	CC(=O)c1cc(C(=O)Nc2ccc3ccccc3c2)c(C)o1
  A = -8%	B = 1	C = -14%	D = -4%	E = 8%	F = -12%	G = -3%

13	CC1=C(Nc2ccc(C(=O)O)cc2)C(=O)c2ccccc2C1=O
  A = -13%	B = 76	C = -24%	D = 5%	E = -12%	F = 22µM*	G = 0%

14	O=C(/C=C/c1ccccc1)N/C(=C\c1ccco1)C(=O)O
  A = 6%	B = -29	C = -7%	D = 1%	E = -2%	F = -31%	G = 3%

15	Cc1ccc(-c2csc(=Nc3ccccc3)n2Cc2ccc3c(c2)OCO3)cc1C
  A = -1%	B = 62	C = .	D = 1%	E = .	F = 1%	G = .

16	CCCc1cc(=O)oc2cc(OCc3nn[nH]n3)ccc12
  A = -7%	B = 9	C = -38%	D = -2%	E = 19%	F = 2%	G = -4%

17	C=CCNC(=O)c1ccc(-c2ccc([N+](=O)[O-])cc2)o1
  A = -13%	B = ?	C = -35%	D = -13%	E = -5%	F = 18µM*	G = 3%

18	Cc1ccc(C(=O)N2CCN(C3c4cccc5cccc(c45)C3NS(=O)(=O)c3ccccc3)CC2)cc1 (stereo not drawn)
  A = 5%	B = -18	C = 50%	D = 0%	E = -3%	F = 1%	G = 6%

19	COc1ccc(C(OC(=O)c2ccco2)C(=O)NC(C)(C)C)cc1 (stereo not drawn)
  A = 0%	B = -9	C = -11%	D = 3%	E = 7%	F = .	G = -1%

20	Cc1ccc(S(=O)(=O)N/N=C/c2cc([N+](=O)[O-])ccc2O)cc1[N+](=O)[O-]
  A = ?	B = -35	C = -37%	D = 3%	E = 12%	F = 28µM*	G = 1%

21	O=C(COC(=O)CCCN=C1NS(=O)(=O)c2ccccc21)NC(=O)NC1CCCC1
  A = -12%	B = 44	C = -24%	D = 5%	E = 2%	F = -1%	G = 3%

22	CCC(=O)c1ccc(CCCCCC(=O)O)s1
  A = ?	B = 1	C = -24%	D = 0%	E = -2%	F = 3%	G = -2%

23	Cc1ccc2nc(-c3cccc(Cl)c3)c(Cc3cccc(F)c3)n2c1
  A = .	B = 3	C = .	D = -2%	E = -11%	F = .	G = .

24	O=C(c1ccc(N2CCOCC2)cc1[N+](=O)[O-])N1CCOCC1
  A = 5%	B = -9	C = -12%	D = 6%	E = 3%	F = 2%	G = 1%

25	CC(=O)Nc1ccc(S(=O)(=O)N[C@@H](C)C(=O)OCc2ccc(Cl)cc2)cc1
  A = -10%	B = 2	C = -28%	D = 6%	E = -16%	F = -5%	G = 0%

Shown with values under each structure: entries from further up.
Every second line gives: AmpC detergent, HCMV antiviral, AmpC no deterg, Tb PYK inh, AMA1 RON2 block, Sm TGR inh, LmPK inhibitor
#11 CC(=O)C1C(c2ccc3ncccc3c2)NC(=O)NC1(O)C(F)(F)F (stereo not drawn)
 : 1%, 13, -2%, 10%, 4%, ?, 8%
#5 CCOc1ccc(NC(=O)CC2C(=O)N(c3ccccc3)C(=O)N2C2CCCCC2)cc1 (stereo not drawn)
 : 4%, 3, ., -3%, ., -10%, .
#10 Cc1noc(C)c1NC(=O)N(C)C[C@@H]1OCc2cnnn2CCCC(=O)N([C@H](C)CO)C[C@@H]1C
 : ., 30, ., 2%, -6%, ., .
#16 CCCc1cc(=O)oc2cc(OCc3nn[nH]n3)ccc12
 : -7%, 9, -38%, -2%, 19%, 2%, -4%

Further results:
Key to letters: A = AmpC detergent; B = HCMV antiviral; C = AmpC no deterg; D = Tb PYK inh; E = AMA1 RON2 block; F = Sm TGR inh; G = LmPK inhibitor
26	O=C(NC(=S)Nc1ccc(N2CCOCC2)cc1)c1ccccc1
  A = -13%	B = 12	C = 24%	D = 3%	E = ?	F = 16µM*	G = 1%

27	CC(=O)Nc1ccc(N2CCc3c(C)c(C#N)c4nc5ccccc5n4c32)cc1
  A = ?	B = .	C = -30%	D = .	E = .	F = -7%	G = 3%

28	O=C(c1cccc(Br)c1)c1cn(-c2ccccc2)nc1C(=O)c1ccccc1
  A = 0%	B = -26	C = -14%	D = 3%	E = -4%	F = 0%	G = 5%

29	O=C(Cn1cnc2c(nnn2Cc2ccccc2F)c1=O)OCc1ccccc1
  A = 0%	B = -20	C = -21%	D = 3%	E = 15%	F = 2%	G = -3%

30	CCN(CC)CCNC(=O)c1cc(-c2ccco2)nc2ccccc12
  A = 1%	B = -17	C = -22%	D = -14%	E = 0%	F = -31%	G = 1%

31	COc1ccc(S(=O)(=O)CC2(O)CCN(C(=O)C(C)(C)C)CC2)cc1
  A = -14%	B = -24	C = -2%	D = 3%	E = 2%	F = 0%	G = -2%

32	CCc1nc(NCc2cccs2)c2nnn(Cc3ccccc3)c2n1
  A = .	B = 19	C = .	D = -1%	E = -1%	F = .	G = .

33	Cc1ccc(N(CC(=O)N2CCn3c2nc2ccccc23)S(=O)(=O)c2c(C)n[nH]c2C)cc1
  A = -1%	B = 27	C = 42%	D = 1%	E = -7%	F = -23%	G = 3%

34	Cc1nn(C)c2c1c(C(F)(F)F)cc(=O)n2CC(=O)N1CCC(C)CC1
  A = -2%	B = -2	C = .	D = 0%	E = .	F = -3%	G = .

35	O=C(CN1CCN(Cc2ccccc2)CC1)Nc1ccc(S(=O)(=O)N2CCOCC2)cc1
  A = 2%	B = ?	C = 28%	D = -10%	E = 7%	F = 6%	G = 0%

36	O=Cc1cn[nH]c1-c1cccc([N+](=O)[O-])c1
  A = 2%	B = -40	C = -22%	D = 0%	E = -4%	F = -4%	G = 4%

37	COc1ccc(S(=O)(=O)CCC(=O)NC2CCCCC2)cc1
  A = ?	B = -22	C = -31%	D = -12%	E = 1%	F = -17%	G = -7%

38	CCC1CCCCN1C(=S)NCc1ccccc1 (stereo not drawn)
  A = -7%	B = 39	C = -26%	D = 8%	E = 1%	F = 2%	G = 2%

39	CC1(C)CC(NC(=O)CSc2ccccc2)CC(C)(C)N1
  A = -2%	B = -9	C = -9%	D = 0%	E = 10%	F = 3%	G = 0%

40	CN(C)S(=O)(=O)c1ccc(NC(=O)CNc2cc(S(=O)(=O)N3CCCC3)ccc2OCC(F)(F)F)cc1
  A = -1%	B = ?	C = -24%	D = -5%	E = 0%	F = 3%	G = 3%

41	CC(C)NC(=O)c1ccc2sc([C@@H]3O[C@H](CO)[C@H](O)[C@H](O)[C@H]3O)nc2c1
  A = .	B = -5	C = .	D = 0%	E = -5%	F = .	G = .

42	CCOc1ccc(CCNC(=O)CCc2nc(-c3ccc(C)cc3)no2)cc1OCC
  A = -13%	B = 2	C = 3%	D = -11%	E = 0%	F = 4%	G = -2%

43	Brc1ccc(C2=CC(c3ccco3)n3ncnc3N2)cc1 (stereo not drawn)
  A = 2%	B = .	C = -22%	D = -5%	E = 41%[activator]	F = 18µM*	G = 1%

44	CC1(C)C2CCC1(C)C(OC(=O)c1ccc(O)cc1)C2 (stereo not drawn)
  A = -1%	B = -5	C = ?	D = 1%	E = 0%	F = 5%	G = -1%

45	O=c1[nH]c2cccnc2n1Cc1ccccc1
  A = -10%	B = -9	C = -2%	D = -1%	E = 2%	F = -5%	G = -4%

46	Cc1cc(OCc2cn3cccnc3n2)ccc1Cl
  A = 4%	B = 54	C = 0%	D = 1%	E = -27%	F = 1%	G = 0%

47	O=C(O)COc1ccc2oc3c(c2c1)CCCC3
  A = 5%	B = 2	C = -3%	D = 0%	E = 10%	F = -17%	G = -9%

48	COC(=O)[C@]12CCCCC=C1N(Cc1ccco1)C(=O)[C@H](CC(=O)N1CCN(C(=O)C3CC3)CC1)C2
  A = .	B = 4	C = .	D = 2%	E = 2%	F = .	G = .

49	COc1ccc(-c2cc(C(F)(F)F)n3nc(C(=O)N4CCOCC4)c(Cl)c3n2)cc1
  A = -10%	B = 85	C = -2%	D = 6%	E = 0%	F = -9%	G = -12%

50	CN(CCn1ccnc1)Cc1cn(-c2ccccc2)nc1-c1ccc2c(c1)OCO2
  A = 5%	B = ?	C = 127%[activator]	D = -16%	E = -5%	F = 0%	G = 7%

51	Cc1cc([N+](=O)[O-])nn1CC(=O)N1CCCc2ccccc21
  A = -5%	B = 54	C = -12%	D = -1%	E = -10%	F = -15%	G = -3%

52	CCc1ccc(S(=O)(=O)n2c(C)nc3ccccc32)cc1
  A = 1%	B = -26	C = -5%	D = -6%	E = 0%	F = -16%	G = -1%
